# Screens from PubChem.
# Cl transport mod = KCC2 cotransporter modulators, thallium flux, primary screen, cell-based, HEK293 KCC2, FluoZin-2 fluorescence, MLSMR | Solute carrier family 12 member 5 (Homo sapiens), Q9H2X9 | KCC2 cells, thallium flux FluoZin-2 fluorescence | B-score of Tl+ flux slope (higher = more flux/activation; lower = inhibition) at 10 µM | 190,000 compounds, 2.2% hits | AID 1456, 2008;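 active means thallium flux slope and its plate-corrected score both differing from the plate sample mean at a set confidence after two filtering rounds, in either direction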;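 further: slope of fluorescence scaled to starting intensity during 10 to 20 s after thallium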
# FXIIa inh = human FXIIa protease inhibitors, primary screen, biochemical, 1536-well. Coagulation factor XII (Homo sapiens), P00748. purified FXIIa, Boc-QGR-AMC fluorogenic substrate, 2 h. inhibition, % at 5 µM. 220,000 compounds, 0.3% hits. AID 800, 2007; in the data active means inhibition above about 40%;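 further: 0% = enzyme with no compound and 100% = blank without enzyme; many of its hits are not listed in these tables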
# Calpain2 inh = inhibitors of pig calpain II, primary screen, biochemical, fluorogenic peptide substrate, 1536-well; 220,000 compounds, 0.37% hits; purified calpain II, 30 min; inhibition, % at 16 µM;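 active means inhibition above about 50%, limit read from the data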
# Rad51 HR inh = human RAD51 strand exchange inhibitors, primary screen, biochemical, fluorescence. DNA repair protein RAD51 homolog 1 (Homo sapiens), Q06609. hRad51 DNA strand exchange, fluorescence dequenching. 200,000 compounds, 0.085% hits. inhibition, % at 10 µM;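 active means inhibition above 40% at the single screening dose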;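 further: 0% = DMSO control wells and 100% = blanks with heterologous ssDNA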
#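 Test system – preformed human Rad51 ssDNA filaments · Reagent – Donor/quencher-labelled 47-bp dsDNA substrate · Incubation – 37 °C 15-min filament assembly, 30-min compound preincubation, 15-min exchange · Signal – FRET fluorescence dequenching, excitation 485 nm, emission 520 nm · Read-out – percent inhibition from fluorescence, normalised to plate control and blank means · Benchmarks – plate control and blank wells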
# FXIa inh = human FXIa protease inhibitors, primary screen, biochemical, 1536-well | Coagulation factor XI (Homo sapiens), P03951 | purified FXIa, Boc-Glu-Ala-Arg-AMC fluorogenic substrate | inhibition, % at 5 µM | 220,000 compounds, 0.14% hits | AID 798, 2007;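 active means inhibition of at least 40%; inactive means inhibition below 40%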;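 further: fluorescence of freed AMC excited at 355 nm; 0% = enzyme without compound and 100% = no enzyme blank; many of its hits are not listed in these tables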
# Furin inh = human furin inhibitors, primary screen, biochemical, fluorescence intensity | P09958 | purified furin, fluorogenic substrate cleavage | inhibition, % at 30 µM | 220,000 compounds, 0.061% hits | AID 463115, 2010; in the data active means inhibition above about 25%; further: inactives centre near -15
# hK5 inh = human KLK5 protease inhibitors, primary screen, biochemical, 1536-well; Kallikrein-5 (Homo sapiens), Q9Y337; recombinant hK5, fluorogenic AMC substrate cleavage; 210,000 compounds, 0.59% hits; AID 873, 2007; inhibition, % at 5 µM;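 active means inhibition of 40% or more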;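 further: 0% = enzyme controls without compound and 100% = no-enzyme blanks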
# PERK inhibitor = block of dimerizer-induced PERK translation repression, primary screen, PERK inhibitor project, CHO PERK-DD cells, SEAP luminescence, HTS | 220,000 compounds, 0.17% hits | CHO PERK-DD fusion, SEAP luminescence translation reporter | Eukaryotic translation initiation factor 2-alpha kinase 3 (Homo sapiens), Q9NZJ5 | inhibition, % at 5.6 µM;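 active means inhibition above the mean inhibition of all tested compounds plus 3 SD, set separately per screening campaign, cut at about 2.9% in these data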;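 further: PERK kinase domain activated by AP20187 dimerizer at 100 nM; 0% = DMSO with dimerizer and 100% = rapamycin at 8.4 µM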
# Target sequence (Q9NZJ5 whole entry, looked up, the tested form may be a part): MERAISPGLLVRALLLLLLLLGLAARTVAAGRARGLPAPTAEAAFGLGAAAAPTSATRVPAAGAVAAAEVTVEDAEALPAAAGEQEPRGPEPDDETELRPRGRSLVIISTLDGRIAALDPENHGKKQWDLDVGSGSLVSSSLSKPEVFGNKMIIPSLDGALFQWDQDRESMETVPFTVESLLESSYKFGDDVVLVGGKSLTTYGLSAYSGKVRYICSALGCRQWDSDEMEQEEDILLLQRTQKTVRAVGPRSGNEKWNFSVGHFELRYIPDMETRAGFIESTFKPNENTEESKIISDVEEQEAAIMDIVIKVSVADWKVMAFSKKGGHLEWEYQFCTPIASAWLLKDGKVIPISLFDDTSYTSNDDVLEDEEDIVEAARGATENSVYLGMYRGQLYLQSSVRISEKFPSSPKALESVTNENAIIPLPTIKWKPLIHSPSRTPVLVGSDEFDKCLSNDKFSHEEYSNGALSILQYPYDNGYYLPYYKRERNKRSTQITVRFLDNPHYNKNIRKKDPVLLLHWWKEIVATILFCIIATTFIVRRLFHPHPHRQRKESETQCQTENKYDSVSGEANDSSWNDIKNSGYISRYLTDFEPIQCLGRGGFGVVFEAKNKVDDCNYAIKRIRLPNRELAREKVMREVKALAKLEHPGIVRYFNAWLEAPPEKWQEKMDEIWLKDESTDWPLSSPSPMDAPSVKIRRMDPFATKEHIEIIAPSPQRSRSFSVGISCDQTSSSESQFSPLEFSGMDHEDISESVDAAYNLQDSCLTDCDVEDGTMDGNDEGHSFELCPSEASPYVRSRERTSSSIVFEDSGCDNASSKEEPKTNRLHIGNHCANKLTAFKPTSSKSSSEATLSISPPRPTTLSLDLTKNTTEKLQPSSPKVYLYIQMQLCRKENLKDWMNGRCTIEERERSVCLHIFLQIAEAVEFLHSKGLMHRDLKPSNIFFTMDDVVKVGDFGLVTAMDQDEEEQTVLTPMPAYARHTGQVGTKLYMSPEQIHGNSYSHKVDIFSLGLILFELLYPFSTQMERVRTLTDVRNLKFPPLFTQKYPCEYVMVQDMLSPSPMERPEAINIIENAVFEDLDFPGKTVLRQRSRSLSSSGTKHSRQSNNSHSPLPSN
# thrombin 1536 = human alpha-thrombin inhibitors, primary screen, counter-screen for coagulation protease inhibitor project, biochemical, 1536-well, fluorogenic AMC substrate | Boc-VPR-AMC fluorogenic substrate cleavage | Prothrombin (Homo sapiens), P00734 | inhibition, % at 5 µM | 220,000 compounds, 0.26% hits | AID 1046, 2008;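 active means inhibition at or above 40%; inactive means inhibition below 40%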;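 further: 0% = enzyme with no compound and 100% = wells without enzyme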
#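 Assay system: human alpha-thrombin enzyme. Reagent: Boc-VPR-AMC substrate, 15 µM final. Compound dosing: one concentration per compound, 5 µM, with 0.2% DMSO. Incubation: room-temperature reaction. Technique: AMC fluorescence, 355/460 nm. Measure: % inhibition relative to enzyme controls and enzyme-free blanks.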
# Numbers without * were called inactive; . = no result given; [ ] = dose if it differs, or a comment. The list is partial, so the mix of outcomes need not match the whole.
smiles,Cl transport mod,FXIIa inh,Calpain2 inh,Rad51 HR inh,FXIa inh,Furin inh,hK5 inh,PERK inhibitor,thrombin 1536
O=C1C2CCCN2C(=O)N1CCCCN1CCN(c2ccc(F)cc2)CC1 (stereo not drawn),0.47,2,-11,.,-2,-19,-21,0.1,-6
Oc1ccc(-c2nc3ncccn3c2Nc2ccc3c(c2)OCCO3)cc1,.,11,-16,-2,-21,-15[20 µM],6,-0.2,-5
CCc1ccc(N2C(=O)CC(N3CCN(Cc4ccc5c(c4)OCO5)CC3)C2=O)cc1 (stereo not drawn),-0.066,2,-10,8,-2,-26,-4,-0.1,.
CCc1ccc(N2C(=O)CC(Cn3nc(C)cc3C)C2=O)cc1 (stereo not drawn),-0.67,6,-16,10,8,-24,-2,1.0,-1
Cc1ccccc1OCC(=O)OCC(=O)Nc1ccc(N2CCOCC2)cc1,-1,6,-24,12,-2,-19,9,-0.8,-5
O=C(COC(=O)c1cccs1)NCCN1C(=O)CSC1=O,-0.65,3,-46,-5,-6,-18,-13,0.1,-5
CCC(C(=O)N1CCN(c2ccccc2OC)CC1)c1ccccc1 (stereo not drawn),.,11,-2,10,1,-24,-12,-0.2,-4
O=C1c2ccccc2C(=O)N1CC(O)CNc1ccc(Br)cc1 (stereo not drawn),-0.42,14,4,.,9,-14,-8,0.9,1
CCOC(=O)Nc1ccc2c(COC(=O)CNS(=O)(=O)c3cccc(Br)c3)cc(=O)oc2c1,-0.051,-1,-185,-51,-1,-52,-20,0.5,-11
Cc1cc(NC(=O)CCCn2nc([N+](=O)[O-])cc2C)no1,0.56,4,13,11,-4,-15,-4,-0.4,-8
Cc1nc(C(F)(F)F)c(C(=O)NC(=O)Nc2ccc(OC(F)(F)F)cc2)s1,.,9,8,-6,-8,-11[20 µM],-24,0.9,-4
C=CCn1c(NC)cc(=O)n(C)c1=O,-0.35,6,4,-3,-6,-19,-16,1.0,3
Cc1nc2ccccc2c(=O)n1NC(=O)c1cncc(Br)c1,-1,2,-4,.,-3,-14,-4,1.0,-4
Cc1ccc(N2C(=O)CC(Sc3ccccc3C(=O)O)C2=O)cc1 (stereo not drawn),0.051,-5,3,7,-3,-10,-9,0.8,-3
O=C(NCCCN1CCCC1=O)c1ccc(Cl)c(NS(=O)(=O)c2ccc(F)cc2)c1,1.2,12,16,2,-5,-13,-12,0.9,-4
Cc1cccc(-n2ccnc2SCC(=O)Nc2ccc3c(c2)OCCO3)c1,-1.7,6,-6,2,3,-21[20 µM],-15,-0.2,-3
O=C(Cc1ccccc1)Nc1ccc(N2CCOCC2)cc1N1CCOCC1,0.42,17,-18,-5,6,-9[20 µM],-7,-0.5,2
COc1cccc(N2CCN(S(=O)(=O)c3cccc4nsnc34)CC2)c1,1.1,1,-6,-8,-6,-20,-6,-0.7,6
COc1cccc(NC(=O)CSc2nnnn2C(C)C)c1,.,24,-8,.,16,-11[20 µM],2,1.6,2
CCOC(=O)Cc1nnc2c(Nc3ccccc3F)nc3nonc3n12,-1.4,-10,3,1,-7,-15[20 µM],-36,-0.1,-6
Cc1cc(Nc2ccccc2C(=O)O)n(-c2ccc([N+](=O)[O-])cc2)n1,-0.6,10,22,2,2,-14,1,-0.9,0
Nc1ccccc1C(=O)N=Nc1[nH]c(N)c2ccccc12,-0.65,9,-1,11,9,-5,-6,0.6,1
Cc1ccc(NC(=O)Nc2ccc3c(c2)C(=O)OC3)cc1Cl,-0.39,5,-14,14,3,-19,3,0.3,0
Cc1ccsc1C(=O)C1CCCN(Cc2cccn2-c2ccc(Cl)cn2)C1 (stereo not drawn),.,5,8,13,0,-19,.,1.6,8
CN(C)C(=O)N1CCC(C(=O)N2CCCC(C(=O)c3ccc(C(C)(C)C)cc3)C2)CC1 (stereo not drawn),-0.55,12,-30,28,1,-16,.,1.8,-1

smiles,Cl transport mod,FXIIa inh,Calpain2 inh,Rad51 HR inh,FXIa inh,Furin inh,hK5 inh,PERK inhibitor,thrombin 1536
COc1ccc(NC(=O)c2cccc(S(=O)(=O)N(C)c3ccccc3)c2)cn1,-0.86,3,19,-2,0,-8,-17,-1.2,-11
Cc1cc(=S)cc(C)n1CCCO,1.1,14,-24,-23,-1,-18,1,1.8,-1
CCn1c2ccccc2c2cc(NC(=O)CSc3nnc(-c4cccc(F)c4)o3)ccc21,-0.36,12,-28,-3,9,-12[20 µM],8,0.1,0
CCCCc1c(C)nc2ccccc2c1SCCC(=O)O,-2.1,2,-26,5,-4,-15,-1,0.9,-16
COc1ccc(C(c2sc3nc(C)nn3c2O)N2CCCCC2)cc1 (stereo not drawn),1,11,6,-9,0,-16,-6,-0.4,-3
CCOC(=O)C1C(=O)CC(C)(O)C(C(=O)OCC)C1c1cccs1 (stereo not drawn),.,14,-8,13,4,-10,-15,-0.4,4
CCC(Cc1ccccc1)NC(=O)C1CCN(S(=O)(=O)c2c(C)noc2C)CC1 (stereo not drawn),0.4,4,7,6,5,-15[20 µM],-22,0.1,3
CCN(CC)c1ccc(NC(=O)CN2C(=O)CC(C)(C)S(=O)(=O)c3ccccc32)c(C)c1,-0.29,9,-13,1,1,-19,-6,-0.2,-10
COCC(C)n1c(C)cc(C(=O)CSc2nnc(Nc3ccccc3F)s2)c1C (stereo not drawn),-0.39,12,15,-6,4,-28[20 µM],3,-0.3,-3
O=C(Cn1nnc(-c2ccccc2)n1)NCc1ccccc1,-1.1,13,8,6,1,-21[20 µM],0,0.3,3
COc1ccc(-n2c(Cc3cccn3C)nnc2SCC(=O)Nc2cc(Cl)ccc2OC)cc1,-1.2,5,17,5,-5,-13,-6,-0.1,1
COCCN1CCn2c(nc3cc(NC(=O)Cn4nc(C)c5ccccc5c4=O)ccc32)C1,0.35,5,-71,-12,-1,-5,2,-0.2,-6
Cc1c(NC(=O)CS(=O)(=O)c2ccccc2)c(=O)n(-c2ccccc2)n1C,-0.17,-7,26,14,-7,-9,-20,1.6,8
CCOC(=O)c1c(CSC(=N)N)n(-c2ccc(Br)cc2)c2cc(Br)c(OC(C)=O)cc12,1.2,4,-6,.,-1,-14,-10,-1.4,-1
Cc1cc(C)cc(NC(=O)N2CCCN(Cc3c(F)cccc3Cl)CC2)c1,.,5,23,18,4,-15,-1,-0.5,-4
c1ccc(Cn2c(CNc3nc4ccccc4n3CCN3CCCCC3)nc3ccccc32)cc1,-0.18,18,-7,-9,10,-13[20 µM],-12,-0.4,4
O=C(CCn1ccc2ccccc21)Nc1ccc(N2CCOCC2)cc1,.,-4,-9,0,-1,-13,-1,0.4,1
CC(C(=O)O)n1ncc2ccccc2c1=O (stereo not drawn),-0.043,2,-17,6,-3,-19,-1,1.6,-4
COCCCN(CC(=O)Nc1ccc(N2CCOCC2)cc1)S(=O)(=O)c1ccc(C)cc1,-0.18,8,-25,22,-11,-18,-2,0.3,-2
CCOc1cccc(N2C(=O)CC(NNC(=O)c3ccc(Br)o3)C2=O)c1 (stereo not drawn),0.36,3,1,10,-8,-7,-2,0.1,-4
C=CCNCCOc1cccc(Br)c1,0.55,9,-4,.,5,-18,-3,1.4,1
CN(C)S(=O)(=O)c1ccc(NC(=O)COC(=O)C2CC3CCCC(C2)C3=O)cc1 (stereo not drawn),-0.27,10,13,14,-1,-20,1,0.7,-4
O=C(OCc1cn(-c2ccc(Cl)cc2)nn1)c1ccccc1,0.55,4,-16,.,1,-18,4,0.1,4
O=C(NCC1CCCO1)c1ccc(NS(=O)(=O)c2cccs2)cc1 (stereo not drawn),0.84,8,-1,.,2,-21,2,2.1,2
Cc1ccc(OCCOCCOc2ccc(Br)cc2/C=N\NC(=O)c2ccncc2)cc1,-1.7,7,-62,-9,-2,-18,-8,-0.1,-14

# A draw from above in order of SMILES length, lowest first:
smiles,Cl transport mod,FXIIa inh,Calpain2 inh,Rad51 HR inh,FXIa inh,Furin inh,hK5 inh,PERK inhibitor,thrombin 1536
Cc1ccc(OCCOCCOc2ccc(Br)cc2/C=N\NC(=O)c2ccncc2)cc1,-1.7,7,-62,-9,-2,-18,-8,-0.1,-14
CCn1c2ccccc2c2cc(NC(=O)CSc3nnc(-c4cccc(F)c4)o3)ccc21,-0.36,12,-28,-3,9,-12[20 µM],8,0.1,0
CN(C)S(=O)(=O)c1ccc(NC(=O)COC(=O)C2CC3CCCC(C2)C3=O)cc1 (stereo not drawn),-0.27,10,13,14,-1,-20,1,0.7,-4

# Continuation:
smiles,Cl transport mod,FXIIa inh,Calpain2 inh,Rad51 HR inh,FXIa inh,Furin inh,hK5 inh,PERK inhibitor,thrombin 1536
COc1ccc(-c2nc(C(N)=O)c3[nH]c(=O)n(-c4cccc(Cl)c4)c3n2)cc1OC,-0.12,-10,-22,.,-10,-11[20 µM],0,-0.8,-6
Cn1c(-c2ccc3c(c2)OCO3)c(C(=O)O)c(=O)c2ccccc21,0.64,10,-108,-9,9,-5,-11,0.7,-2
CCCSC1=N/C(=C\c2ccsc2)C(=O)S1,1,17,-26,-1,3,-23,-9,0.9,2
CCOC(=O)c1c(NC(NC(C)=O)C(Cl)(Cl)Cl)sc2c1CCCC2 (stereo not drawn),-0.1,9,3,3,3,-15,-7,0.2,-8
CC1(C)Cc2nc3sc4c(N(CCO)CCO)ncnc4c3cc2CO1,-1.1,-9,-288,1,-8,-25[20 µM],-4,1.4,-7
Cc1nc2nc3c(cn2n1)C(=O)CC(C)(C)C3,0.41,7,-14,13,1,-26,7,0.9,3
COc1ccc(-c2nc(N)nc(C(F)(F)F)c2-c2cscn2)c(O)c1,0.18,9,-19,-13,5,-6,6,0.3,1
COc1ccc(N(Cc2cc3ccccc3[nH]c2=O)C(=O)C2CCCO2)cc1 (stereo not drawn),.,7,-5,4,0,-12,5,0.2,2
COc1ccc(Nc2nc(N)c([N+](=O)[O-])c(NCc3ccccc3)n2)cc1,0.71,12,25,-3,4,1,3,-1.5,1
COc1ccc(CCNC(=O)CO/N=C/c2cc3c(cc2Br)OCO3)cc1OC,-0.15,3,-1,2,3,-26,-6,0.4,.
O=[N+]([O-])c1ccc(N2CCC(=NOCc3ccc(Cl)cc3)CC2)cc1,-0.56,10,-8,3,1,-5[20 µM],0,0.9,4
O=C(CSc1cccc2cccnc12)N/N=C/c1ccc(F)cc1,0.17,10,-74,20,2,-14,-1,-0.4,2
CCCC(=O)NC1=C(C#N)C2(CCCCC2)Cc2ccccc21,-1.1,18,-18,-2,-3,-6[20 µM],-6,-1.3,4
Cc1cc(C)cc(C(=O)NCC(=O)OCC(=O)c2cc(C)n(CC(F)(F)F)c2C)c1,0.74,4,6,.,-7,-16,-14,0.1,-6
CC(Cc1cccs1)NC(=O)NC1CCCCC1 (stereo not drawn),-0.74,13,8,1,0,-35,7,0.9,-3
NC(=O)NC(=O)COC(=O)CCCSc1nc2ccccc2s1,-0.12,9,6,1,12,-26,4,0.9,3
